Bfl-1 Bim block – inhibitors of Bim-Bfl-1 interaction, human; Bead-based flow cytometry, Bim-Bfl-1 binding inhibition; inhibition, % at 10 µM; 0.12% of 190,000 active; AID 1008;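 also: 0% = wells without compound plus tracer and 100% = blocker peptide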
Bcl-XL Bim block – human Bim-Bcl-XL interaction inhibition. inhibition, % at 10 µM. Q07817. Bim peptide-Bcl-XL binding, bead flow cytometry, fluorescence. AID 1007. 0.04% of 190,000 active
Target sequence (Q07817 whole entry, looked up): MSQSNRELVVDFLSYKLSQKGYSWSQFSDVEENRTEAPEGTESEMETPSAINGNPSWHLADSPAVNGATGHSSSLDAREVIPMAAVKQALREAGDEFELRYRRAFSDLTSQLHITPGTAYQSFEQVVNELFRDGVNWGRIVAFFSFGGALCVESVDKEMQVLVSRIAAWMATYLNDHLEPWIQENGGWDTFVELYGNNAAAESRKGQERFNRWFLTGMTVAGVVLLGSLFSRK
RGS4-Gao reg – human RGS4-Galphao interaction regulation | P09471 | Multiplexed bead flow cytometry, RGS4-Galphao binding; actives lie on both sides | binding response (% of control), % at 10 µM | 0.33% of 220,000 active | AID 1415; in the data active = binding response below about 49% or above about 150%; inactive = in between;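 also: fluorescent Galphao activated with aluminum fluoride binding bead-coupled RGS4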
Bcl-B Bim block – human Bim-Bcl-B interaction inhibition | Q9HD36 | bead-based flow cytometry, Bim peptide-Bcl-B binding | inhibition, % at 10 µM | 0.073% of 190,000 active | AID 951;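 also: 0% = tracer peptide without compound and 100% = reference inhibitor peptide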
Target sequence (Q9HD36 whole entry, looked up): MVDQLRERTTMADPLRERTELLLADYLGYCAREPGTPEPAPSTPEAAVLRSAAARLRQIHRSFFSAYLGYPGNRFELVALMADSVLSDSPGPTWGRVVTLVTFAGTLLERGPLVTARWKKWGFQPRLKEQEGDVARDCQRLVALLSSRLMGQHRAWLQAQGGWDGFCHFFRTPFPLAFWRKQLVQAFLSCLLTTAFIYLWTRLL
RGS8-Gao – regulators of human RGS8-Galphao interaction; multiplexed bead flow cytometry, RGS8-Galphao binding; actives lie on both sides; response (percent of control binding), % at 10 µM; 0.34% of 220,000 active; AID 1423; in the data active = response below about 60% or above about 140%; inactive = in between;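 also: Galphao activated as the GDP aluminium fluoride complex binding bead-coupled RGS8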
Bim-Mcl-1 – disrupts Bim peptide binding to human Mcl-1; Bead-based flow cytometry, Bim peptide-Mcl-1 binding; inhibition, % at 10 µM; 0.1% of 190,000 active;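 also: 0% = no compound tracer wells and 100% = peptide blocker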
Target sequence (Q07820 whole entry, looked up): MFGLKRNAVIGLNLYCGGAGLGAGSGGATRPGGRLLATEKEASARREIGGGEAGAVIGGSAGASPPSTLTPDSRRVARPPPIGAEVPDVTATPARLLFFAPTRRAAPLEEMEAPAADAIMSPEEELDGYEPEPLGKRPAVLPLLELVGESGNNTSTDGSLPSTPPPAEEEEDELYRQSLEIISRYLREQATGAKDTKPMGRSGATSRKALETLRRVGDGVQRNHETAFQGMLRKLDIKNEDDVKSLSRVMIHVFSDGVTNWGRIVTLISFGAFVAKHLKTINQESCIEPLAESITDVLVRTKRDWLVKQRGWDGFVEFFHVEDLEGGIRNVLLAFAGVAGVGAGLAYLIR
Bim-Bcl-W – disrupts Bim peptide binding to human Bcl-W; inhibition, % at 10 µM; 0.02% of 190,000 active; bead-based flow cytometry; Q92843; AID 952;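 also: 0% = bound tracer without compound and 100% = peptide blocker; higher means less fluorescent Bim peptide bound to Bcl-W beads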
Target sequence (Q92843 whole entry, looked up): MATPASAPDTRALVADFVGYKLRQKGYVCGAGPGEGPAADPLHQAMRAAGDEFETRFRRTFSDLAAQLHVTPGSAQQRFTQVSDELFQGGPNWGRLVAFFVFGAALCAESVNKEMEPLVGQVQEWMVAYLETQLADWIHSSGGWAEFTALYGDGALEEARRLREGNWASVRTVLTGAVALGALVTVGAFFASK
Bcl-2 Bim block – disrupts Bim peptide binding to human Bcl-2; Bead-based flow cytometry, Bim peptide-Bcl-2 binding; 0.06% of 190,000 active; AID 950; P10415; inhibition, % at 10 µM; in the data active = inhibition above about 40%; inconclusive = no clear call, values can overlap the other calls;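 also: 0% = no compound wells with probe peptide and 100% = reference peptide inhibitor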
GSH bead fluor – GSH bead compound fluorescence profile | 0.25% of 190,000 active | fluorescence (KMESF) at 10 µM | GSH beads flow cytometry, compound fluorescence 488/530 nm; active compounds read high; in the data active = fluorescence above about 89;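 also: glutathione beads carrying GST-tagged Bcl family fusion proteins plus one bare bead set; values are compound well signal with DMSO vehicle wells as background; inactives centre near 16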
Mcl1 Bid PPI – disrupts binding of human Mcl-1 to Bid peptide; 0.97% of 220,000 active; inhibition, % at 21.7 µM; TR-FRET Mcl-1/Bid-Dy647 peptide binding, 1536-well; Q07820; AID 1021;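 active = compounds that cut the binding signal by more than half at the single screening dose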;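 also: His-tagged Mcl-1 with europium anti-His antibody binding Bid BH3 peptide; 0% = Mcl-1 plus peptide wells and 100% = peptide-only wells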
RGS7-Gao – regulators of human RGS7-Galphao interaction; Multiplexed bead flow cytometry, RGS7-Galphao binding; actives lie on both sides; binding response (% of control), % at 10 µM; 0.35% of 220,000 active; in the data active = binding response below about 49% or above about 150%; inconclusive = no clear call, values can overlap the other calls; inactive = in between;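 also: fluorescent Galphao held in activated GDP-AlF4 state binding bead-coupled RGS7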
* = called active by the depositor; ? = inconclusive. Rule as the data show it, unless noted: active = inhibition above about 40%.

SMILES	Bfl-1 Bim block	Bcl-XL Bim block	RGS4-Gao reg	Bcl-B Bim block	RGS8-Gao	Bim-Mcl-1	Bim-Bcl-W	Bcl-2 Bim block	GSH bead fluor	Mcl1 Bid PPI	RGS7-Gao
CCN(CC#CCC1(O)c2ccccc2-c2ccccc21)C(C)C	-6.0	0.0	99.9	-6.0	97.9	-2.0	-3.0	-5.0	78	-13.4	98.5
COc1cc(OC)nc(NC(=O)COC(=O)c2cccc(Cl)c2)n1	-3.0	0.0	101.7	-2.0	98.9	-1.0	5.0	1.0	13	-17.3	?
CCOC(=O)c1c(C)[nH]c(C)c1C(=O)COC(=O)c1ccccc1O	4.0	9.0	97.9	7.0	99.4	7.0	6.0	2.0	11	-5.9	97.6
C/C(=N\NC(=O)c1ccc(Br)cc1)c1cccc(NC(=O)c2cccnc2)c1	-6.0	-4.0	101.1	-5.0	103.2	-2.0	-3.0	-3.0	14	-10.5	99.5
CCN(CC)S(=O)(=O)c1cc(NC(=O)C(C)Nc2ccccc2N2CCOCC2)ccc1C (configuration not stated)	-3.0	-3.0	103.5	-3.0	102.1	-1.0	-1.0	-5.0	12	-30.1	?
CN1C(=O)/C(=C/c2cn(CC(=O)NCc3ccco3)c3ccccc23)NC1=S	10.0	4.0	101.8	-3.0	101.5	8.0	15.0	9.0	16	-22.2	99.3
O=C(CCCn1c(=O)[nH]c2cc(Cl)ccc2c1=O)NCC1CCCO1 (configuration not stated)	-20.0	-6.0	103.7	-10.0	101.8	-2.0	1.0	-11.0	22	-5.4	98.4
COc1cc(NC(=O)c2ccc(Br)o2)ccc1NC(=O)C(C)C	0.0	-1.0	103.8	-2.0	102.9	-1.0	-1.0	3.0	22	-25.1	101.8
O=C(COC(=O)C1COc2ccccc2O1)NC(=O)NC1CCCC1 (configuration not stated)	-3.0	-7.0	101.2	0.0	100.6	-3.0	-6.0	-2.0	18	-9.9	98.5
CCn1ncc(Br)c1C(=O)Nc1ccc(Cl)cn1	-9.0	-5.0	97.6	-7.0	100.6	0.0	0.0	-6.0	25	-4.0	97.9
COC(=O)c1c(NC(NC(=O)CC(C)C)C(Cl)(Cl)Cl)sc2c1CCC2 (configuration not stated)	-5.0	-8.0	101.5	-10.0	101.8	-2.0	-4.0	-4.0	17	2.0	100.6
O=C(CSC(=S)N1CCOCC1)Nc1nc(=O)c2ccccc2s1	0.0	-8.0	97.4	-5.0	81.8	-4.0	-6.0	-4.0	6	-14.2	103.7
O=C(Nc1ccccc1C(=O)NCc1cccnc1)c1ccc(Cl)cc1Cl	0.0	-6.0	97.1	-4.0	96.4	-3.0	-1.0	-2.0	4	-11.5	90.8
O=C(c1ccc2ncsc2c1)N1CCN(c2ccc(O)cc2)CC1	13.0	-3.0	104.0	-6.0	97.8	0.0	4.0	1.0	17	-72.6	105.8
CCn1nccc1C(=O)Nc1cc(Cl)cc(Cl)c1	-2.0	-6.0	100.7	-6.0	102.8	3.0	-2.0	2.0	27	3.9	98.8
Cc1ccc(C)c(NC(=O)CCC(=O)N/N=C/c2ccc3c(c2)OCO3)c1	-2.0	-4.0	100.6	0.0	102.5	0.0	-2.0	0.0	16	-21.2	101.8
CC(C)NC(=O)c1ccccc1NC(=O)C1CCCO1 (configuration not stated)	-9.0	-10.0	101.6	-5.0	100.7	-2.0	3.0	-3.0	44	8.9	96.1
Cc1nn2cc(-c3ccccc3)nc2[nH]c1=O	-16.0	-8.0	97.6	-12.0	99.3	-4.0	0.0	-6.0	34	-27.1	98.3
COc1cc(C=O)ccc1OS(=O)(=O)c1ccc(NC(C)=O)cc1	-12.0	-9.0	102.6	-17.0	100.8	-4.0	-2.0	-12.0	10	53.2*	104.5
O=[N+]([O-])c1ccc2nc(CCCc3nc4ccc([N+](=O)[O-])cc4[nH]3)[nH]c2c1	-9.0	-3.0	104.1	-6.0	106.0	-4.0	-5.0	-6.0	18	-1.1	106.4

Looked up above.
Result of COc1cc(NC(=O)c2ccc(Br)o2)ccc1NC(=O)C(C)C in RGS7-Gao: 101.8
Result of O=C(CCCn1c(=O)[nH]c2cc(Cl)ccc2c1=O)NCC1CCCO1 (configuration not stated) in Bfl-1 Bim block: -20.0
Result of CCn1ncc(Br)c1C(=O)Nc1ccc(Cl)cn1 in Bim-Mcl-1: 0.0
Result of CN1C(=O)/C(=C/c2cn(CC(=O)NCc3ccco3)c3ccccc23)NC1=S in Bim-Mcl-1: 8.0

Quoted at random: 2 records from the list, in no set order.
SMILES	Bfl-1 Bim block	Bcl-XL Bim block	RGS4-Gao reg	Bcl-B Bim block	RGS8-Gao	Bim-Mcl-1	Bim-Bcl-W	Bcl-2 Bim block	GSH bead fluor	Mcl1 Bid PPI	RGS7-Gao
Cc1ccc(C)c(NC(=O)CCC(=O)N/N=C/c2ccc3c(c2)OCO3)c1	-2.0	-4.0	100.6	0.0	102.5	0.0	-2.0	0.0	16	-21.2	101.8
O=C(c1ccc2ncsc2c1)N1CCN(c2ccc(O)cc2)CC1	13.0	-3.0	104.0	-6.0	97.8	0.0	4.0	1.0	17	-72.6	105.8

New compounds follow:
SMILES	Bfl-1 Bim block	Bcl-XL Bim block	RGS4-Gao reg	Bcl-B Bim block	RGS8-Gao	Bim-Mcl-1	Bim-Bcl-W	Bcl-2 Bim block	GSH bead fluor	Mcl1 Bid PPI	RGS7-Gao
Cc1[nH]c(=O)[nH]c(=O)c1NS(=O)(=O)c1ccc2c(c1)CCCC2	-11.0	-14.0	101.5	-3.0	100.4	5.0	0.0	-7.0	25	-7.7	101.4
COc1cc(/C=C\C(=O)NCc2ccc3c(c2)cc(C)n3C)cc(OC)c1OC	-1.0	-5.0	77.6	-2.0	86.6	-1.0	0.0	0.0	16	-18.6	76.5
O=C(NCC1CCCO1)c1cnn2c1NC(c1ccccc1)CC2C(F)(F)F (configuration not stated)	-12.0	0.0	96.9	-6.0	99.8	3.0	4.0	-7.0	24	-17.1	100.1
O=c1nc(Nc2ccc(OCc3ccccc3)cc2)sc2ncccc12	-5.0	-2.0	101.2	-3.0	100.6	-2.0	-2.0	0.0	24	-9.2	100.6
CC(C)NC(=O)c1cc2nc(-c3ccco3)cc(C(F)(F)F)n2n1	-4.0	-2.0	99.3	-1.0	99.3	-1.0	1.0	-5.0	42	-3.5	98.3
CC1Cn2c(nnc2-c2cccc(N)c2)S1 (configuration not stated)	-10.0	-6.0	97.2	-4.0	96.5	0.0	0.0	-5.0	20	-23.1	93.1
CO/C=C/C#CC1(O)CCN(C)CC1	-11.0	-3.0	98.1	-4.0	100.1	0.0	1.0	-7.0	54	0.4	103.5
O=C(CC1NCCNC1=O)Nc1ccc(Cl)c(Cl)c1 (configuration not stated)	0.0	3.0	104.7	-5.0	104.9	17.0	-3.0	-3.0	18	-8.5	105.6
CCOC(=O)c1ccccc1NC(=O)CN(c1cccc(OC)c1)S(C)(=O)=O	-1.0	-4.0	125.3	-3.0	114.8	-5.0	-1.0	-4.0	26	-6.2	123.9
COC(=O)c1c(NC(=O)c2ccco2)sc(C(=O)Nc2ccc(F)cc2)c1C	-11.0	4.0	97.7	-7.0	99.4	0.0	-1.0	-9.0	41	-17.3	103.7
COc1ccc(CN2CCN(Cc3cn(C)nc3-c3ccccc3)CC2CCO)c(C)c1C (configuration not stated)	-5.0	-2.0	97.8	-2.0	99.4	0.0	0.0	1.0	21	-25.5	95.9
O=C(Nc1ccccn1)c1ccc(NC(=O)c2ccco2)cc1	-20.0	-8.0	102.1	-9.0	102.3	-8.0	-3.0	-14.0	20	-4.1	100.1
Nc1ccc(S(=O)(=O)N2CCCc3ccccc32)cc1	-11.0	-4.0	99.8	-6.0	98.5	0.0	2.0	-8.0	19	-0.9	99.1
Nc1ccc(S(=O)(=O)NNC(=O)C(=O)NNc2ccccn2)cc1	14.0	20.0	100.1	15.0	97.4	19.0	13.0	9.0	31	-113.7	98.5
S=C(NCc1ccc(Cl)cc1)Nc1ccc(Cl)cc1Cl	-3.0	-3.0	102.3	-6.0	103.7	-7.0	-6.0	-5.0	13	-10.9	102.3
O=C(COc1ccc2oc(-c3ccccc3)cc(=O)c2c1)Nc1ccccc1	-4.0	-8.0	95.7	-25.0	99.1	-13.0	-8.0	-10.0	9	16.0	100.1
Cc1nn(Cc2ccc(F)cc2)c(C)c1NC(=O)c1cccnc1Cl	-2.0	-5.0	105.8	-5.0	108.8	-5.0	-6.0	-3.0	18	-22.1	104.6
Cc1cccc(C(=O)OCC(=O)NC(C)CCc2ccccc2)c1 (configuration not stated)	-7.0	0.0	103.8	0.0	100.9	-3.0	0.0	-4.0	10	-8.1	?
COC(=O)c1ccccc1NC(=O)C1CC=CCC1C(=O)O (configuration not stated)	0.0	-1.0	89.3	2.0	95.3	-3.0	0.0	-3.0	24	-3.5	93.0
CN(C)CCCNC(=S)NCCNc1nc2cc3c(cc2cc1C#N)OCO3	-2.0	-18.0	112.9	-5.0	109.0	-29.0	-13.0	-4.0	9	-20.2	111.3
O=c1[nH]nc(Cc2ccc(Cl)cc2Cl)c2ccccc12	-8.0	-4.0	88.1	-5.0	93.5	0.0	0.0	-11.0	31	8.1	92.9
CN1CCN(C(=O)C2CCC(CNS(=O)(=O)c3cccc4cccnc34)CC2)CC1 (configuration not stated)	-10.0	-4.0	104.0	-3.0	101.5	0.0	0.0	-7.0	24	-13.3	97.2
Cc1c(-c2ccccc2)sc(N)c1C(=O)N1CCOCC1	11.0	-2.0	99.2	-5.0	95.3	-1.0	0.0	1.0	11	-10.8	108.0
COc1ccc(N2C(=O)CSC2c2cccc(F)c2)c(OC)c1 (configuration not stated)	0.0	1.0	103.4	-1.0	102.5	2.0	0.0	0.0	5	-13.2	102.0
NC(=O)C1(N2CCCCC2)CCN(C(=O)c2ccc(C#CC3(O)CCCCC3)cc2)CC1	0.0	-2.0	100.2	1.0	101.9	2.0	0.0	1.0	15	-8.7	99.7
CCN(CC)CCCNc1nc2cc(OC)c(OC)cc2c2nc(-c3ccccc3)nn12	-2.0	-2.0	104.2	-1.0	107.0	-6.0	-3.0	0.0	19	8.0	99.4
O=C(CCc1[nH]c2ccccc2c1Sc1ccccc1)NCCO	-15.0	-4.0	106.0	-8.0	103.4	-1.0	-3.0	-14.0	9	-13.4	100.6
CC(C)(C)NC(=O)NC(=O)COC(=O)COc1ccc2c(c1)CCC2	-10.0	-1.0	98.1	-16.0	102.2	-21.0	2.0	-7.0	35	5.4	101.7
OCCC1CN(Cc2cccc3c2OCO3)CCN1C1CCCCC1 (configuration not stated)	-6.0	-1.0	99.0	-2.0	102.3	-1.0	-3.0	-2.0	9	-4.4	98.4
CCOC(=O)Oc1ccc2c(=O)c(Oc3cc(C)cc(C)c3)coc2c1	10.0	-4.0	100.0	6.0	100.9	0.0	-3.0	6.0	31	6.8	98.2
O=[N+]([O-])c1cc(S(=O)(=O)N2CCCC2)ccc1O	0.0	1.0	101.1	0.0	101.5	-1.0	-1.0	0.0	6	-31.2	100.2
COC(=O)c1cnc2c(C(F)(F)F)cccc2c1OC	-1.0	0.0	97.6	1.0	99.7	-1.0	0.0	0.0	24	-21.9	99.9
COc1ccc(-c2nnc(SCC(=O)Nc3ccccc3OC)o2)cc1	0.0	-1.0	101.8	-5.0	104.8	0.0	-2.0	0.0	19	-5.5	104.2
Cc1c(Cl)ccc2c(C(=O)NC(C)c3ccncc3)cc(-c3ccncc3)nc12 (configuration not stated)	7.0	7.0	103.5	1.0	99.8	0.0	11.0	3.0	15	-6.1	?
CC1(C)CC(=O)N(CC(=O)O)c2ccccc2S1	-14.0	-9.0	97.6	-8.0	98.0	-2.0	-6.0	-6.0	20	-6.6	98.2
CN(CCO)C(=O)CCC(=O)Nc1ccc(S(N)(=O)=O)cc1	7.0	5.0	103.1	8.0	107.5	3.0	6.0	3.0	64	-41.0	101.5
